mcGAS lum: cyclic GMP-AMP synthase inhibitors, mouse, primary biochemical chemiluminescence | recombinant cGAS, Kinase-Glo ATP depletion luminescence | inhibition, % at 12.5 µM | 160,000 tested, 0.15% active;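 also: 0% = negative control wells and 100% = reference inhibitor with no enzyme activity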
NPYLR7 agonist: agonists of mosquito NPYLR7 receptor, primary screen, cell-based, Aedes aegypti, calcium fluorescence, mosquito biting behavior | HEK293T NPYLR7/Galpha15, GCaMP6s calcium fluorescence | activation, % at 10 µM | 270,000 tested, 0.15% active; in the data active = activation above about 40%;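 also: 0% = vehicle and 100% = reference agonist at the receptor; some compounds past the cut are filed as inactive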
hcGAS lum: Primary biochemical luminescence assay for human cyclic GMP-AMP synthase inhibitors; inhibition, % at 12.5 µM; recombinant h-cGAS, ATP depletion, Kinase-Glo luminescence; 290,000 tested, 0.081% active;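 also: 0% = vehicle reaction and 100% = reaction without DNA for no activity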
Target sequence (Q8N884 whole entry, looked up): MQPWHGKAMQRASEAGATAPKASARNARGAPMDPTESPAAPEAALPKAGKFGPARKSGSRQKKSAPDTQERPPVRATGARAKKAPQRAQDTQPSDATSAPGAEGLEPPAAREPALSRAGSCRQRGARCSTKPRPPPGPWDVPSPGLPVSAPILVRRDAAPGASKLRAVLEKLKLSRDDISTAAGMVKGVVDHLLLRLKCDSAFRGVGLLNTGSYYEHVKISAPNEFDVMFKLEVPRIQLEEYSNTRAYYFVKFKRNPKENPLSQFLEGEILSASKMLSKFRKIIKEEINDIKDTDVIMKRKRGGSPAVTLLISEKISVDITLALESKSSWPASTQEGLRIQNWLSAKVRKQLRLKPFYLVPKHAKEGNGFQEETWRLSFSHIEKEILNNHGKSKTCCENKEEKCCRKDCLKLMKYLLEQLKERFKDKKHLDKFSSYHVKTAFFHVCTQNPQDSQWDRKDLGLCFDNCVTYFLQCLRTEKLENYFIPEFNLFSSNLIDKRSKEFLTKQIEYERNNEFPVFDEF
Active calls of the source: *; · = not tested or not shown; & = joins results of further samples. Rule as the data show it, unless noted: active = inhibition above about 40%; inactive = the rest.

SMILES	mcGAS lum	NPYLR7 agonist	hcGAS lum
Cn1c(=O)[nH]cc(C(=O)N(C2CCCC2)C2CC2)c1=O	·	-2	-8
Cc1cc(N(C)Cc2cnn(C(C)C)c2)nc(-c2cccnc2)n1	·	-6	-6
Cc1ccc(CN(Cc2ccc3c(c2)OCO3)C(=O)CN(C(=O)Nc2ccc(C(C)C)cc2)C(C)C)o1	-5	11	-8
CNC(=O)CSc1nnc(N2CCN(C(=O)Cc3noc4ccccc34)CC2)s1	-1	-14	8
COc1ccc(-c2cc(C(F)(F)F)n3nc(C(=O)NCc4ccco4)cc3n2)cc1	-2	1	3
CCn1c(SCC(=O)NNC(=O)c2cccs2)nc2ccccc21	-3	-7	-6
CCc1cc(C(=O)NC2CC(=O)N(C3CC3c3ccccc3)C2)sc1C (stereo unspecified)	·	2	-4
Cc1ccc(F)c(S(=O)(=O)NC(=O)C2(C)CCN2C(=O)Cc2ccc(Cl)cc2Cl)c1 (stereo unspecified)	·	2	-7
COc1ccc(OCC(=O)NCCc2ccc(C(F)(F)F)cc2)cc1	-1	0	1
O=C(NC1CCN(c2ccccc2C(=O)N2CCN(c3ccccn3)CC2)CC1)c1cccc(F)c1	-5	2	-7
CCCOc1cc(S(=O)(=O)N2CCN(CCO)CC2)ccc1Br	-8	-5	-7
COCCCn1cc(C(=O)NCc2cccs2)c2nn(-c3ccccc3)c(=O)c-2c1	-7	16	-4
CC(C)CC1NC(=O)C(CCCN)NC(=O)C(C(C)C)NC(=O)C2CCCN2C(=O)C(Cc2ccccc2)NC(=O)C(CC(C)C)NC(=O)C(CCCN)NC(=O)C(C(C)C)NC(=O)C2CCCN2C(=O)C(Cc2ccccc2)NC1=O (stereo unspecified)	-4	-7	-5
Clc1cc(CSc2nnc(-c3ccccc3)o2)cc2c1OCCO2	·	-5	-1
CC(C)=CCN1CCN(Cc2ccnc3ccccc23)CC1CCO (stereo unspecified)	·	2	6
CCOC(=O)c1ccc(N2C(=O)NC(=O)/C(=C/c3ccc(OC)cc3)C2=O)cc1	-4	-5	-1
C=CCNC(=O)O[C@@H]1CC[C@]2(C)C(CC[C@@H](O)[C@H]2CC(=O)NCc2cc(F)cc(F)c2)[C@]1(C)CO (stereo partly specified)	-7	-10	-8
COc1cc(NCCc2csc(-c3ccncc3)n2)ncn1	·	-1	4
COc1cccc(C(=O)Nc2c(C)nc3c(C)cccn3c2=O)c1OC	·	6	-17
O[C@@H]1CN(Cc2cc3ccccc3o2)CC[C@H]1N1CCN(c2ccccn2)CC1	·	4	1
CCCN(CC(=O)Nc1cc(-c2ccccc2)nn1-c1ccc(C)cc1C)C(=O)Nc1c(Cl)cccc1Cl	-5	·	-6
C=C(NN=c1sc2ccccc2n1C)c1ccccc1Br	-5	5	-8
Cc1ccccc1Cn1c(C)c(C(=O)NCc2cccc3ccccc23)sc1=O	·	3	-7
Cc1ccc2[nH]c(=O)cc(C(=O)N3C[C@@H]4C5CCC(CC5)[C@@H]4C3)c2c1	·	9	-4
O=C(CN1CCCCCC1)N1Cc2cnn(Cc3ccc(F)cc3)c2C1	-12	-1	-7
COCC(=O)N1CCC(Oc2ccccc2C(=O)N2CCCO2)CC1	·	1	-5
CCCN(Cc1c(Cl)ccc2cccnc12)CC1CC1	·	12	-13
COc1ccc2oc(=Nc3cccc(C(C)=O)c3)c(C(N)=O)cc2c1	0	-10	-1
CC(C)N(Cc1ccc(OS(=O)(=O)c2ccc(F)cc2)cc1)C(=O)Nc1ccc(Cl)cc1	-6	0	-8
Cc1cc(C(=O)N2CCn3c(nnc3C(N)=O)C2)ccc1F	·	7	-6
C=CCN1CC(C(=O)Nc2cccc(NC(=O)c3ccc(C)cc3)c2)CC1=O (stereo unspecified)	-13	12	-12
CCN1CCN(C(=O)CCC2CCN(CC3CCOC3)CC2)CC1 (stereo unspecified)	-10	2	-5
FC(F)(F)c1ccccc1-n1nc(C2CC2)nc1C1CCOC1 (stereo unspecified)	-12	21	-4
COc1cccc(-n2c(=O)c3ccccc3n(C(C)C(=O)N3CCOCC3)c2=O)c1 (stereo unspecified)	-7	22	-4
CC(C)C1CN(C(=O)CCC2=NNC(=O)CC2)CCCN1CC1CC1 (stereo unspecified)	·	27	-8
O=C1c2ccccc2NC2(CCCC2)N1CC1CCCO1 (stereo unspecified)	·	7	-2
CCCCSC(C)C(=O)NC1CN(C2CC2)CC1C (stereo unspecified)	·	3	-5
COc1ccc(C(=O)Oc2ccccc2/C=N/Nc2ccc([N+](=O)[O-])cc2)cc1	·	-7	-3
C=CCN(Cc1nccn1Cc1ccccc1)C(=O)c1cccs1	-4	1	11
CN1CCNC(=O)C12CCN(C(=O)c1cc(-c3cccs3)nn1C)CC2	-2	-4	-2
COc1ccc(-n2cnnc2SCC(=O)N2CCOCC2)cn1	-13	-5	-9
C=CCN(Cc1sc(C)nc1C)S(=O)(=O)c1cccs1	·	6	-15
CCOC(=O)c1cc(-c2cccc(NC(=O)c3cc(C)nn3C)c2)n(-c2ccc(F)cc2)n1	-7	22	-4
O=C(Nc1ccccc1)c1cc([N+](=O)[O-])ccc1Cl	-2	2	0
CC12CS(=O)(=O)CC1SC(=S)N2c1ccccn1 (stereo unspecified)	·	-6	0
O=C(CSc1ccncc1)OCc1cc(-c2ccc3c(c2)OCCO3)on1	·	-1	-3
O=C(CSc1nccn(-c2ccc(F)c(Cl)c2)c1=O)NC1CCCC1	-7	-4	-7
CC1OC(C)(C)N(C(=O)OC(C)(C)C)C1C(=O)NC1CCN(CC(F)F)CC1 (stereo unspecified)	·	13	-7
O=C(NCCn1ccc2ccccc21)C1CCCCC1	·	1	-7
O=C(CSCc1ccccc1)c1ccccc1Br	·	6	-5
Cn1cc(Cc2nc(C3CC3)n[nH]2)c2ccccc21	·	6	-6
COCCN(CC(=O)Nc1cc(C(C)(C)C)nn1-c1ccc(OC)cc1)C(=O)Nc1ccc(Cl)cc1Cl	-4	5	-4
COc1ccc(CCn2c(-c3ccc(O)cc3)n[nH]c2=O)cc1	·	-2	-1
COc1ccccc1CCC(=O)NC12CC3CC(CC(C3)C1)C2	-5	1	-3
O=S(=O)(/C=C/c1ccccc1)Nc1ccccc1N1CCCCC1	·	8	-10
O=C(NN1CCOCC1)c1ccco1	·	4	-4
COc1ccc(NC(=O)C(=O)NCC2(N(C)C)CCCCC2)c(C)c1	-5	3	-8
O=C(c1ccc2nc(C3CCCCC3)oc2c1)N1CCCN(C(=O)c2ccco2)CC1	·	3	-6
CCN1CCCN(S(=O)(=O)CC)CC12CCOCC2	-4	·	-16
OCCN1CCN(CCCN2c3ccccc3C=Cc3ccccc32)CC1	-3	7	-3
(further entries)
SMILES	mcGAS lum	NPYLR7 agonist	hcGAS lum
O=C(O)c1sc2cc(F)ccc2c1Cl	·	2	-2
COc1ccc(C)c2sc(N(Cc3cccnc3)C(=O)c3ccc(Br)s3)nc12	-8	-5	-5
CC(CCN(C)Cc1ncc[nH]1)c1ccccc1 (stereo unspecified)	·	1	-5
COc1cc(N(C)Cc2n[nH]c3c2CCCC3)ncn1	-13	·	-4
Cc1ccsc1C=Nn1cnc2scc(-c3cccs3)c2c1=O	·	-7	-9
CCN(C1CCCCC1)S(=O)(=O)c1ccc(C(=O)Nc2cc(C)nn2C(C)C)cc1	-9	·	-7
Cc1cccc(C)c1Cn1c(C)c(C(=O)NCc2cccc([N+](=O)[O-])c2)sc1=O	·	10	-8
Cc1c(C(=O)N2CCc3c(ncnc3N(C)C)C2)cnc2cc(=O)[nH]n12	-20	29	-2
CSc1cccc(CN2CCC(CCC(=O)NC3CC3)CC2)c1	·	12	-4
O=C(NCCCN1CCCC1)C1(n2cccc2)CCCCC1	-6	·	-25
CC(C)c1ccccc1NC(=O)C1CC2CCCC(C1)C2=O (stereo unspecified)	·	12	-7
CC(C)(C)c1ccc(CC(=O)N2CCC2(C)C(=O)Nc2cccc(C#N)c2)cc1 (stereo unspecified)	·	6	-7
COc1cn2c(cc1=O)C(=O)N(CCNC(=O)COc1ccccc1C)CC2	·	10	-7
COc1ccc(CNC(=O)c2ccc3nc(C)c(N(C)Cc4ccc(NC(C)=O)cc4)n3c2)cc1	-2	11	-4
CCOC(=O)[C@@H]1CN(C(=O)c2ccccc2OCC)[C@H]2c3ccc(OC)cc3O[C@@H]12	-6	1	-6

Taken from the results shown (2 entries):
SMILES	mcGAS lum	NPYLR7 agonist	hcGAS lum
COc1ccc(CNC(=O)c2ccc3nc(C)c(N(C)Cc4ccc(NC(C)=O)cc4)n3c2)cc1	-2	11	-4
CCOC(=O)[C@@H]1CN(C(=O)c2ccccc2OCC)[C@H]2c3ccc(OC)cc3O[C@@H]12	-6	1	-6

The list continues.
SMILES	mcGAS lum	NPYLR7 agonist	hcGAS lum
COc1ccccc1C(=O)N1CCN(c2nccn2-c2cccc(Cl)c2)CC1	-9	1	-7
Cn1cc(Br)cc1C(=O)NNS(=O)(=O)c1ccc(Cl)cc1F	0	-1	1
CCc1ccc(NC(=Nc2nc(C)cc(C)n2)NC(C)=O)cc1	·	-3	1
Cc1cc(C)n(CC(=O)N2N=C(C(F)F)CC2(O)C(F)F)n1 (stereo unspecified)	·	13	1
Cc1ccc(C2=NOC(CN(Cc3ccccc3Cl)C(=O)c3cccs3)C2)cc1 (stereo unspecified)	-6	17	-6
Clc1ccc2c(NCC3CCCO3)nc(CN3CCSCC3)nc2c1 (stereo unspecified)	-25	7	-10
Cc1ccc(Cl)cc1-n1c(SCC(=O)N2CCOCC2)nnc1-c1ccco1	-4	-4	-3
O=S(=O)(CC12C3C4C5C1C2C(Br)(C43)C51OCCO1)c1ccccc1 (stereo unspecified)	·	0	-5
C=CCN(Cc1csc(COc2cccc(C)c2)n1)C(=O)c1cccc(C)c1	-5	22	-5
CCOC(=O)CC(=O)N1CCC(c2nc(-c3ccc(OC)cc3)no2)CC1	-7	-7	-2
CC(C)c1cc(CN2CCCC(CNC(=O)c3ccco3)C2)[nH]n1 (stereo unspecified)	·	18	-7
CCCCOc1ccc(-c2cc3c(=O)n(Cc4nc(-c5cccc(C)c5)no4)ccn3n2)cc1	2	-1	-2
O=C(c1csc(Cc2ccccc2)n1)N1C[C@@H]2[C@H](C1)[C@H]1CC[C@@H]2O1	·	-1	1
CNC(=O)C(C)n1ccsc1=NC(=O)c1ccc(C)cc1 (stereo unspecified)	-4	·	-6
Cc1ccccc1OCCNCCN1CCOCC1	·	-6	-3

Given as comma-separated lines: part of the list above
Structure,mcGAS lum,NPYLR7 agonist,hcGAS lum
O=S(=O)(CC12C3C4C5C1C2C(Br)(C43)C51OCCO1)c1ccccc1 (stereo unspecified),·,0,-5
C=CCN(Cc1csc(COc2cccc(C)c2)n1)C(=O)c1cccc(C)c1,-5,22,-5
CCOC(=O)CC(=O)N1CCC(c2nc(-c3ccc(OC)cc3)no2)CC1,-7,-7,-2
CC(C)c1cc(CN2CCCC(CNC(=O)c3ccco3)C2)[nH]n1 (stereo unspecified),·,18,-7
CCCCOc1ccc(-c2cc3c(=O)n(Cc4nc(-c5cccc(C)c5)no4)ccn3n2)cc1,2,-1,-2

Pulled one by one from above, three records:
SMILES	mcGAS lum	NPYLR7 agonist	hcGAS lum
Cc1cc(C)n(CC(=O)N2N=C(C(F)F)CC2(O)C(F)F)n1 (stereo unspecified)	·	13	1
Cn1cc(Br)cc1C(=O)NNS(=O)(=O)c1ccc(Cl)cc1F	0	-1	1
CCc1ccc(NC(=Nc2nc(C)cc(C)n2)NC(C)=O)cc1	·	-3	1

Next section:
SMILES	mcGAS lum	NPYLR7 agonist	hcGAS lum
CC(C)Oc1cccc(C(=O)C2CCCN(C(=O)CCc3c[nH]c4ccccc34)C2)c1 (stereo unspecified)	-7	4&2	0&-1
CCCCNC(CC(=O)Nc1ccc(OC(F)F)cc1)C(=O)O (stereo unspecified)	-10	13	-5
CCOC(=O)C1CCCN(CC(=O)N2N=C(c3ccc(F)cc3)CC2c2ccc(OCC)cc2)C1 (stereo unspecified)	-4	4	-5
N#Cc1c(N)n(CCC2=CCCCC2)c2nc3ccccc3nc12	-4	2	-3
C=CCNC(=O)CN1CN(c2ccccc2)C2(CCN(C(=O)Nc3cccc(CC)c3)CC2)C1=O	-1	-4	2
O=C(CSc1nc2c(c(=O)n1CCc1ccccc1)SCC2)N1CCCCC1	-7	2	-6
Cc1[nH]n(-c2ccc(F)cc2)c(=O)c1CCC(=O)N1CCc2ccccc21	·	0	0
CCN1CCCC1CN(CC1CCN(CCOC)CC1)C(=O)c1cccc(OC)c1 (stereo unspecified)	·	13	-4
O=C1CCCN2N=C(SCC(=O)N3CCCC3)SC2=N1	·	1	-7
CCCCN1CC(c2nc3ccccc3n2CCOc2ccccc2Cl)CC1=O (stereo unspecified)	-4	2	-8
Cc1oc(-c2cc3c(cc2Cl)OCO3)nc1CN(Cc1cnn(C)c1)C(C)C	·	21	-8
CCOc1ccc(C(=O)CSc2nc3cc(C(=O)NCCOC)ccc3c(=O)n2CCOC)cc1	3	-23	5
CC(=O)N1N=C(c2ccccc2)OC1C(=O)N(C)CC1OCCO1 (stereo unspecified)	·	20	3
CCC(=O)NC1CCCN(C(=O)Nc2ccc(F)cc2OC)C1 (stereo unspecified)	·	6	-9
O=C(c1ccc(CNS(=O)(=O)c2ccc3ccccc3c2)cc1)N1CCOCC1	·	2	-4
Cc1c(C)n2c3c(=O)n(Cc4ccc(Cl)cc4)c(=O)n(C)c3nc2n1CCO	-3	-6	0
CCN(CC)C(=O)Oc1ccc2c(ccn2Cc2ccc(/C=C/c3ccccc3)cc2)c1-c1ccc(C#N)cc1	0	-4	-1
Cc1cccc2nc(CNCc3cn(-c4ccc(F)cc4)nc3-c3ccccc3Cl)cn12	-10	5	-8
N#Cc1ccccc1-c1ccc(COc2coc(CN3CCN(S(=O)(=O)c4c(F)cccc4F)CC3)cc2=O)cc1	-7	0	-5
Cc1ccc(C(=O)Nc2nnc3n2CCCS3)cc1C	·	-3	-11

Random draw from the library (roughly 0.27% active in at least one column).
